Source: PubChem
TNAP inh noacc: TNAP (human) inhibition, acceptor-free conditions. purified TNAP, CDP-star luminescence, 30 min. P05186. 200,000 tested, 0.26% active. inhibition, % at 20 µM;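 active means tissue-nonspecific alkaline phosphatase inhibition above about 50% at 20 µM in the single-dose screen, limit read from the data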;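 further: 0% = DMSO negative control and 100% = EDTA positive control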
Target sequence (P05186 whole entry, looked up): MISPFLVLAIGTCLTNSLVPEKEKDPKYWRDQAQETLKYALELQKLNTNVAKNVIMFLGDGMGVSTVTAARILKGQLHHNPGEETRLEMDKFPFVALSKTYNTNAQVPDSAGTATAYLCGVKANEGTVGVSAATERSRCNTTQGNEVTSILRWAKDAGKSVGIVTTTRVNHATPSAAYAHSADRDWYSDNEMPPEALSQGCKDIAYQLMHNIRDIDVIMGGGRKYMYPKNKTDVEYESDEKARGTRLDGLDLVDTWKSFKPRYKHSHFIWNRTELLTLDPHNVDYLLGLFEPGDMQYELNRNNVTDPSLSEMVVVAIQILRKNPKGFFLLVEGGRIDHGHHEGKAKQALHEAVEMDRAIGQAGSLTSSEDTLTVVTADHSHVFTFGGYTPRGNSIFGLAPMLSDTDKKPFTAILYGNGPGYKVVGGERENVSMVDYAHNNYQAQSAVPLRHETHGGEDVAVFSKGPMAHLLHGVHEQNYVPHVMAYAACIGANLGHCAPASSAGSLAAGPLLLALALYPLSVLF
S1P3 antagonist: antagonists of human S1P3 receptor | Q99500 | CHO S1P3 NFAT-BLA reporter, FRET fluorescence, antagonist mode | inhibition, % at 4.98 µM | 170,000 tested, 0.27% active | AID 485;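 active means inhibition above the plate cutoff, the mean inhibition of test wells on that plate plus 3 SD, cut at about 28% in these data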;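 further: cells challenged with S1P at its EC80 of 0.8 µM; blue over green emission ratio from cleaved BLA substrate after 4 h stimulation; 0% = S1P-stimulated wells and 100% = unstimulated DMSO-only wells; some compounds past the cut are filed as inactive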
RAM network inh: inhibitors of the yeast RAM network; inhibition, % at 50 µM; 190,000 tested, 1.8% active; S. cerevisiae dse1pr::URA3 reporter, 5-FOA growth OD615, 2 d; analog-sensitive cbk1-as2 kinase mutant strain;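 active means inhibition above a set limit, 3 SD over mean compound inhibition, cut at about 8.4% in these data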;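 further: 0% = DMSO-only wells with no growth and 100% = 10 µM 1-NA-PP1 full growth; inhibition rescues growth on 5-FOA so higher OD means more RAM inhibition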
DTT redox prof: compounds producing H2O2 with reducing agent – biochemical, NIH compound library profiling, artefact control for MLSCN library redox annotation, primary screen; 200,000 tested, 0.03% active; DTT-dependent redox cycling H2O2, phenol red/HRP absorbance; 100% = 100 µM peroxide control, 0% = buffer; activation, % at 10 µM;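 active means activation of at least 50% relative to the plate's high and low controls in the primary single-dose screen; inactive means activation below 50%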;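 further: compound incubated with DTT at 0.8 mM final as the reducing agent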
Efa HMGR inh: blocks class II HMG-CoA reductase of Enterococcus faecalis | 190,000 tested, 0.41% active | AID 1066 | purified E. faecalis HMGR, NADPH absorbance 340 nm kinetic | inhibition, % at 10 µM;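 active means inhibition above a set limit, the median over all tested compounds plus 3 SD, cut at about 9.5% in these data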;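 further: enzyme runs in reverse so mevalonate oxidation gives rising NADPH absorbance; 0% = complete reaction with DMSO and 100% = background rate lacking mevalonate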
Lmaj promast: inhibitors of Leishmania major promastigote growth. inhibition, % at 10 µM. Leishmania major promastigotes, resazurin fluorescence viability. 200,000 tested, 9% active; in the data active means inhibition above about 50%;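 further: promastigotes grown with compound for 44 hours at 28 °C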
Hsp70 activator: transcriptional activators of Hsp70; activation, % at 10 µM; 200,000 tested, 0.04% active; HeLa Hsp70 promoter luciferase reporter, luminescence; scaled: vehicle 0, proteasome-inhibitor control 100%;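 active means activation above the mean across all tested compounds plus 3 SD, cutoff set per campaign, cut at about 5.5% in these data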;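 further: 100% = MG132 at 30 µM as the positive control and 0% = DMSO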
PMI activator: phosphomannose isomerase (human) activation; P34949; purified human PMI, coupled resazurin fluorescence, 20 min; hits give high values; 1 = vehicle control, 0 substrate-free wells; activation factor at 20 µM; 190,000 tested, 0.005% active;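 active means activation factor of 2 or more at 20 µM, relative to plate controls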
Target sequence (P34949 whole entry, looked up): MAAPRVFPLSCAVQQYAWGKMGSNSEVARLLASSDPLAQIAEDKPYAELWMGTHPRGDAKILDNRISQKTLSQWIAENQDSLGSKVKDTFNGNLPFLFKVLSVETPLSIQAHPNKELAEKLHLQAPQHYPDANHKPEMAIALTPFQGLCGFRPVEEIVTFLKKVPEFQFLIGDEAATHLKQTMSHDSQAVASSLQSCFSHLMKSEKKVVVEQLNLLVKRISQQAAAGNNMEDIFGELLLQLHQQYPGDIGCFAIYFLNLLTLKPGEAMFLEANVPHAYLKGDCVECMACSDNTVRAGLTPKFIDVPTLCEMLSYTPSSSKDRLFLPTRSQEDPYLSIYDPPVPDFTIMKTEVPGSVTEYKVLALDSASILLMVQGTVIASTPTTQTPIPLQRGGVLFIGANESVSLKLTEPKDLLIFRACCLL
TNAP inh hiacc: TNAP (human) inhibition, high acceptor; P05186; purified TNAP, CDP-star luminescence, 1 M DEA; inhibition, % at 20 µM; 200,000 tested, 0.03% active; AID 1135;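 active means over 50% inhibition of tissue-nonspecific alkaline phosphatase at 20 µM in the single-dose screen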;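 further: plate controls were DMSO wells for no effect and EDTA-quenched wells as full inhibition for full effect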
PMI act satM6P: increases human PMI activity with near-saturating mannose 6-phosphate. P34949. coupled PMI enzyme assay, resazurin fluorescence, 20 min; hits give high values; 1 = untreated enzyme, 0 = substrate-free blank. activation factor at 20 µM. 190,000 tested, 0.34% active. AID 1216;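 active means activation factor of 2 or more at 20 µM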
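test system = human PMI in coupled enzyme assay | medium = HEPES-buffered pH 7.4 with magnesium and detergent | also added = 1.0 mM mannose-6-phosphate substrate with 0.22 mM NADP+ | compound = 20 µM single dose | times = 20 min incubation at room temperature | measured by = resorufin fluorescence (Ex 544/Em 590 nm) from resazurin via diaphorase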
An asterisk follows results filed as active.

How did CS(=O)(=O)Nc1cccc(C2=NN(S(=O)(=O)c3ccc(F)cc3)C(c3cccs3)C2)c1 (stereo unspecified) do in these assays?
TNAP inh noacc: -1; S1P3 antagonist: 22; RAM network inh: 6.5; DTT redox prof: -0.4; Efa HMGR inh: 0; Lmaj promast: 4; Hsp70 activator: -0.3; PMI activator: 0.7; TNAP inh hiacc: 4; PMI act satM6P: 0.8

How did CC(C)CO/C(=N/S(=O)(=O)c1ccccc1)c1ccccc1 do in these assays?
TNAP inh noacc: -4; RAM network inh: 1.4; DTT redox prof: 0.4; Efa HMGR inh: 4; Lmaj promast: -4; Hsp70 activator: -0.1; PMI activator: 1; TNAP inh hiacc: -2; PMI act satM6P: 1

How did O=C(CN1C(=O)/C(=C\C=C\c2ccccc2)SC1=S)Nc1ccc(F)cc1 do in these assays?
TNAP inh noacc: 14; S1P3 antagonist: -7; RAM network inh: 9.7*; DTT redox prof: 0.6; Efa HMGR inh: -7; Lmaj promast: 6; Hsp70 activator: -0.4; PMI activator: 0.9; TNAP inh hiacc: 10; PMI act satM6P: 0.9

What do the screens show for `C=CCC(NCc1ccco1)c1ccc(OC)cc1` (stereo unspecified)?
TNAP inh noacc: -12; RAM network inh: 0.4; DTT redox prof: 2.6; Efa HMGR inh: -2; Lmaj promast: -4; Hsp70 activator: -0.1; PMI activator: 1; TNAP inh hiacc: -4; PMI act satM6P: 1.1

How did Cc1ccc(-c2cc(=O)c3ccccc3[nH]2)cc1 do in these assays?
TNAP inh noacc: -10; S1P3 antagonist: -9; RAM network inh: 2.2; DTT redox prof: -0.7; Efa HMGR inh: -1; Lmaj promast: 5; Hsp70 activator: 0.2; PMI activator: 1.3; TNAP inh hiacc: -2; PMI act satM6P: 1.2

Results for COc1ccc2sc(N3C(=O)CC(Cc4cccc(C)c4)C3=O)nc2c1 (stereo unspecified) ?
TNAP inh noacc: -11; RAM network inh: 0.3; DTT redox prof: -5.2; Efa HMGR inh: -1; Lmaj promast: -6; Hsp70 activator: -0.2; PMI activator: 1; TNAP inh hiacc: -7; PMI act satM6P: 1

What do the screens show for `CCCN(CCC)C(=O)CC(c1ccccc1)c1cc(Br)ccc1O` (stereo unspecified)?
TNAP inh noacc: -1; RAM network inh: 9.2*; DTT redox prof: 0.1; Efa HMGR inh: -3; Lmaj promast: 30; Hsp70 activator: -0.2; PMI activator: 0.8; TNAP inh hiacc: 1; PMI act satM6P: 0.8

How did Cc1ccc(CNC(=O)C2CCC(=O)N2CCc2ccccc2)cc1 (stereo unspecified) do in these assays?
TNAP inh noacc: -10; RAM network inh: 0.4; DTT redox prof: 1.4; Efa HMGR inh: 2; Lmaj promast: -3; Hsp70 activator: -0.2; PMI activator: 1; TNAP inh hiacc: -4; PMI act satM6P: 1

Results for O=C(CSc1nc2ccccc2o1)Nc1ccccc1 ?
TNAP inh noacc: -11; S1P3 antagonist: 12; RAM network inh: 1.1; DTT redox prof: 3.4; Efa HMGR inh: -3; Lmaj promast: -15; Hsp70 activator: 0.2; PMI activator: 1; TNAP inh hiacc: -4; PMI act satM6P: 1

Results for CC(=O)c1ccccc1NC(=O)COC(=O)/C=C/c1ccc(C)o1 ?
TNAP inh noacc: -2; S1P3 antagonist: -1; RAM network inh: 5.6; DTT redox prof: -0.1; Efa HMGR inh: -5; Lmaj promast: -3; Hsp70 activator: -0.2; PMI activator: 1; TNAP inh hiacc: 7; PMI act satM6P: 1

Gathered by group, those above containing a furan ring, fused or not (2)
What do the screens show for `C=CCC(NCc1ccco1)c1ccc(OC)cc1` (stereo unspecified)?
TNAP inh noacc: -12; RAM network inh: 0.4; DTT redox prof: 2.6; Efa HMGR inh: -2; Lmaj promast: -4; Hsp70 activator: -0.1; PMI activator: 1; TNAP inh hiacc: -4; PMI act satM6P: 1.1

Results for CC(=O)c1ccccc1NC(=O)COC(=O)/C=C/c1ccc(C)o1 ?
TNAP inh noacc: -2; S1P3 antagonist: -1; RAM network inh: 5.6; DTT redox prof: -0.1; Efa HMGR inh: -5; Lmaj promast: -3; Hsp70 activator: -0.2; PMI activator: 1; TNAP inh hiacc: 7; PMI act satM6P: 1

(listing goes on)
How did Cc1[nH]n(-c2ccccc2)c(=O)c1CCO do in these assays?
TNAP inh noacc: -10; S1P3 antagonist: 2; RAM network inh: 1.2; DTT redox prof: 0.6; Efa HMGR inh: -3; Lmaj promast: -6; Hsp70 activator: -0.1; PMI activator: 1.1; TNAP inh hiacc: -6; PMI act satM6P: 1.2

How did COc1cc(/C=C/C(=O)NC(C)C)ccc1OCc1ccccc1 do in these assays?
TNAP inh noacc: 9; S1P3 antagonist: 5; RAM network inh: 3.1; DTT redox prof: 0.2; Efa HMGR inh: -4; Lmaj promast: -2; Hsp70 activator: -0.4; PMI activator: 1.1; TNAP inh hiacc: 1; PMI act satM6P: 1

What do the screens show for `Cc1cc(-c2ccccc2)n(-c2ccc(C(N)=O)cc2)n1`?
TNAP inh noacc: -2; S1P3 antagonist: -1; RAM network inh: 1.4; DTT redox prof: 0.5; Efa HMGR inh: -3; Lmaj promast: -1; Hsp70 activator: -0.3; PMI activator: 0.9; TNAP inh hiacc: 5; PMI act satM6P: 0.9

What do the screens show for `CCn1c2ccccc2c2nnc(SCC(=O)Nc3ccc4c(c3)OCO4)nc21`?
TNAP inh noacc: -4; S1P3 antagonist: -5; RAM network inh: 2.6; DTT redox prof: -1.1; Efa HMGR inh: -6; Lmaj promast: -3; Hsp70 activator: -0.4; PMI activator: 0.9; TNAP inh hiacc: -2; PMI act satM6P: 0.9

Results for CCC(C)c1ccc(OCCn2cc(/C=N/NC(=O)CSc3nnc(C)s3)c3ccccc32)cc1 (stereo unspecified) ?
TNAP inh noacc: 2; RAM network inh: 5.8; DTT redox prof: 0.2; Efa HMGR inh: -8; Lmaj promast: -3; Hsp70 activator: -0.3; PMI activator: 1; TNAP inh hiacc: -9; PMI act satM6P: 1

What do the screens show for `CCc1cccc(C)c1NC(=S)NCCc1c(C)[nH]c2ccc(C)cc12`?
TNAP inh noacc: -10; S1P3 antagonist: 4; RAM network inh: 7.0; DTT redox prof: 0.2; Efa HMGR inh: 0; Lmaj promast: 45; Hsp70 activator: -0.1; PMI activator: 0.9; TNAP inh hiacc: -4; PMI act satM6P: 0.8

Results for O=[N+]([O-])c1ccc(F)c(N=Cc2ccc(Br)s2)c1 ?
TNAP inh noacc: 13; S1P3 antagonist: 6; RAM network inh: 1.1; DTT redox prof: 1.9; Efa HMGR inh: 3; Lmaj promast: -5; Hsp70 activator: -0.2; PMI activator: 0.9; TNAP inh hiacc: 3; PMI act satM6P: 1

How did COc1ccc(C2(O)CCN(C(=O)c3ccc4c(c3)OCO4)CC2)cc1 do in these assays?
TNAP inh noacc: -4; RAM network inh: 0.2; DTT redox prof: 0.2; Efa HMGR inh: 0; Lmaj promast: -7; Hsp70 activator: 0.6; PMI activator: 0.8; TNAP inh hiacc: 3; PMI act satM6P: 0.9

What do the screens show for `CC(C)c1nnc(NC(=O)C2c3ccccc3Oc3ccccc32)s1`?
TNAP inh noacc: -8; RAM network inh: 2.0; DTT redox prof: -0.1; Efa HMGR inh: -2; Lmaj promast: -7; Hsp70 activator: 0.1; PMI activator: 0.8; TNAP inh hiacc: -5; PMI act satM6P: 0.9

How did O=C(N/N=C/c1cnc(N2CCCCC2)s1)c1ccc(Cl)cc1 do in these assays?
TNAP inh noacc: -13; S1P3 antagonist: -8; RAM network inh: 2.0; DTT redox prof: -1.1; Efa HMGR inh: -2; Lmaj promast: 10; Hsp70 activator: 0.4; PMI activator: 1.1; TNAP inh hiacc: -7; PMI act satM6P: 1

Results for Cc1ccc(NC(=O)N(Cc2cc3cc(C)cc(C)c3[nH]c2=O)CC2COCCO2)cc1 (stereo unspecified) ?
TNAP inh noacc: -12; S1P3 antagonist: -20; RAM network inh: 2.2; DTT redox prof: 0.1; Efa HMGR inh: -1; Lmaj promast: 46; Hsp70 activator: 0.2; PMI activator: 1; TNAP inh hiacc: -8; PMI act satM6P: 1

What do the screens show for `O=C(c1ccc(F)cc1)C1CCN(C(=S)NCC2CCCO2)CC1` (stereo unspecified)?
TNAP inh noacc: -2; S1P3 antagonist: -6; RAM network inh: 0.3; DTT redox prof: 0.2; Efa HMGR inh: 12*; Lmaj promast: -10; Hsp70 activator: -0.2; PMI activator: 0.9; TNAP inh hiacc: -1; PMI act satM6P: 0.9

What do the screens show for `CN(C)CC(=O)c1c(N)n(Cc2ccccc2)c(=O)n(C)c1=O`?
TNAP inh noacc: -6; S1P3 antagonist: 0; RAM network inh: 0.9; DTT redox prof: 0.4; Efa HMGR inh: -2; Lmaj promast: -1; Hsp70 activator: 0.1; PMI activator: 1.1; TNAP inh hiacc: -1; PMI act satM6P: 1

How did COC(=O)CNC(=O)CN1C(=O)N(c2cccc(Cl)c2)C(N(O)C(=O)Nc2cccc(Cl)c2)C1(C)C (stereo unspecified) do in these assays?
TNAP inh noacc: -13; RAM network inh: 4.5; DTT redox prof: 1.6; Efa HMGR inh: -7; Lmaj promast: -7; Hsp70 activator: -0.1; PMI activator: 0.9; TNAP inh hiacc: -7; PMI act satM6P: 1

Results for Cc1ccc(S(=O)(=O)N2CCC(C(=O)N[C@H](C(=O)NC3CCS(=O)(=O)C3)C(C)C)CC2)cc1 (stereo partly specified) ?
TNAP inh noacc: -15; RAM network inh: 1.0; DTT redox prof: -5.1; Efa HMGR inh: 3; Lmaj promast: -6; Hsp70 activator: -0.3; PMI activator: 0.9; TNAP inh hiacc: 4; PMI act satM6P: 0.9

Results for O=C(NCCN1CCOCC1)NC1(C(F)(F)F)Oc2ccccc2O1 ?
TNAP inh noacc: 23; RAM network inh: -1.5; DTT redox prof: 0.2; Efa HMGR inh: -5; Lmaj promast: 2; Hsp70 activator: -0.1; PMI activator: 0.9; TNAP inh hiacc: 6; PMI act satM6P: 1

What do the screens show for `COC(=O)c1nc(N)sc1-c1ccccc1`?
TNAP inh noacc: -5; S1P3 antagonist: -5; RAM network inh: 0.0; DTT redox prof: 3.0; Efa HMGR inh: -1; Lmaj promast: -6; Hsp70 activator: 0.0; PMI activator: 0.9; TNAP inh hiacc: 2; PMI act satM6P: 1

What do the screens show for `Cc1ccc(CSCCNC(=O)CSc2ccccc2)cc1`?
TNAP inh noacc: -13; S1P3 antagonist: 6; RAM network inh: 1.4; DTT redox prof: -0.1; Efa HMGR inh: 1; Lmaj promast: -4; Hsp70 activator: -0.3; PMI activator: 0.9; TNAP inh hiacc: -7; PMI act satM6P: 0.9

How did CS(=O)(=O)Nc1ccc(C(=O)N2CCN(c3ccccc3)CC2)cc1 do in these assays?
TNAP inh noacc: -9; RAM network inh: 0.6; DTT redox prof: 2.8; Efa HMGR inh: -1; Lmaj promast: -3; Hsp70 activator: 0.3; PMI activator: 1; TNAP inh hiacc: 1; PMI act satM6P: 1
